# PrPC TRFRET: reduces human prion protein on the cell surface | P04156 | cell surface PrPC, TR-FRET read-out | inhibition, % at 13.8 µM | 0.43% of 370,000 active | AID 720596; in the data active = inhibition above about 24%; note: 0% = median of the test wells and 100% = reference compound wells
# CCHFV vOTU inh: blocks the CCHF virus ovarian tumor domain protease. inhibition, % at 11.5 µM. CCHFV vOTU protease, Pep-AMC fluorescence. AID 651958. 0.55% of 370,000 active; in the data active = inhibition above about 30%; note: 0% = vehicle wells with enzyme and 100% = no enzyme wells
# * marks the source's active call; other numbers are inactive results. This is a subset, so the mix of outcomes need not match the whole.
1. COC(=O)C1CN(Cc2cn(Cc3ccc(C)cc3)nn2)CCS(=O)(=O)N1Cc1ccc(F)cc1 (configuration not stated)
2. CCOC(=O)C1=C(C(=O)OCC)C2(c3ccccc3)c3ccccc3C1(C)N2C (configuration not stated)
3. C#CCNC(=O)C[C@@H]1C[C@@]2(C(=O)OC)CC(C)(C)CC=C2N(CCc2ccc(OC)c(OC)c2)C1=O
4. COc1cccc(C=NNC(=S)NC2CC3CCC2C3)c1O (configuration not stated)
5. O=C(O)CC(Sc1ccc(Cl)cc1)C(=O)Nc1ccccc1 (configuration not stated)
6. COc1ccc(OC)c(CN2C(=O)CSCC2(C)c2nnnn2C2CCCC2)c1 (configuration not stated)
7. C#CCNC(=O)c1cnn(-c2ccccc2)c1N
8. C[C@H](O)[C@@H]1CN2CCc3c([nH]c4cccc(-c5ccc6c(c5)OCO6)c34)[C@@H]2C[C@@H]1N(C)C(=O)c1ccco1
Assay by compound | 1 | 2 | 3 | 4 | 5 | 6 | 7 | 8
PrPC TRFRET | 9.8 | 4.4 | -2.3 | -5.4 | -1.2 | 2.7 | 8.9 | -2.8
CCHFV vOTU inh | 5.4 | -53.7 | 1.5 | 5.3 | -3.0 | 0.6 | 2.9 | -0.6

9. COC(=O)C1CN(Cc2ccc(OC)cc2)CCS(=O)(=O)N1Cc1ccc(F)cc1 (configuration not stated)
10. Cc1cc(Br)cn2c(Cc3cccc(Cl)c3)c(C3CCCCC3)nc12
11. Cc1[nH]nc2c1C(c1cccc(C(F)(F)F)c1)N(Cc1ccccc1)C2=O (configuration not stated)
12. COC(=O)C1CN(Cc2cn(Cc3ccc(C)cc3)nn2)CCS(=O)(=O)N1Cc1ccc(OC)cc1 (configuration not stated)
13. COC(=O)Cc1nnn2c1[C@H](C)[C@H](C(C)(C)C)OCC2
14. Cc1ccc(Cn2cc(CN3[C@@H](CC(C)C)COc4ccc(Cl)cc4S3(=O)=O)nn2)cc1
15. COC(=O)[C@@]12C[C@@H](CC(=O)NCCc3ccccc3OC)C(=O)N(Cc3ccc4c(c3)OCO4)C1=CCC(C)(C)C2
16. COC(=O)[C@@]1(O)c2c(oc3cccc(O)c3c2=O)C=C[C@H]1O
Assay by compound | 9 | 10 | 11 | 12 | 13 | 14 | 15 | 16
PrPC TRFRET | 8.1 | -0.1 | -2.0 | 2.4 | 2.2 | -2.8 | -8.5 | -1.8
CCHFV vOTU inh | 3.6 | 18.1 | 16.9 | 1.8 | -7.1 | -1.4 | 13.9 | 0.9

17. Cc1cc(NN=Cc2ccccn2)nc2ccccc12
18. Cn1cc([C@]2(O)C(=O)Nc3ccc(F)cc32)c2ccccc21
19. Nc1[nH]c(C(=O)c2ccc(Br)cc2)c(-c2ccc(Br)cc2)c1C(=O)NCc1cccc2ccccc12
20. COc1ccccc1C(=O)N1CCN(C(=O)[C@H](CCc2ccccc2)NC(=O)[C@H]2O[C@@H](n3cnc4c(N)ncnc43)[C@H](O)[C@@H]2O)CC1
21. CCCCS(=O)(=O)N1CCCc2nc(-c3ccc(F)cc3)ccc21
22. COC(=O)C1=C(C)N(Cc2cccc(C(F)(F)F)c2)C(=NCc2ccc(C(F)(F)F)cc2)NC1c1ccc(C(F)(F)F)cc1 (configuration not stated)
23. CC(C(=O)NCc1ccccc1)n1c(CSCCOc2ccccc2)nc2ccccc21 (configuration not stated)
24. CCOc1cccc(C=NNC(=O)C(=O)Nc2cccc(C(F)(F)F)c2)c1O
Assay by compound | 17 | 18 | 19 | 20 | 21 | 22 | 23 | 24
PrPC TRFRET | 9.0 | -4.6 | -0.1 | -0.9 | 0.9 | 15.7 | -5.6 | -3.9
CCHFV vOTU inh | -5.4 | 1.8 | 2.7 | -7.0 | -3.8 | 40.2* | 14.4 | 16.7

25. Nn1c(SCC(=O)Nc2ccc(OCc3ccccc3)cc2)nnc1-c1cc(-c2ccccc2)n[nH]1
26. COC(=O)c1cc(C)oc1C
27. COC(=O)[C@]12C[C@H](CC(=O)N3CCN(C(=O)C4CC4)CC3)C(=O)N(Cc3ccc(Cl)cc3Cl)C1=C[C@H](COCc1ccccc1)O[C@@H]2C
28. Cc1cc2c(c(=O)o1)[C@@]1(C(=O)N(c3ccccc3)c3ccccc31)C1=C(CCCC1=O)O2
29. COc1ccc(S[C@]2(C(=O)N3CCN(c4ncccn4)CC3)CC(=O)N(C(=O)c3ccccc3)[C@@H]2c2ccc(OC)cc2)cc1
30. C[C@H](O)[C@@H]1C(=O)N2CCc3c([nH]c4cccc(-c5ccccc5)c34)[C@@H]2C[C@@H]1N(C)C(=O)c1ccccc1
31. COC(=O)[C@]1(C#N)CC(=O)N(CC(C)C)[C@@H]1c1ccccc1
32. Cc1cccc(Cn2cc(COC(=O)NCCc3c[nH]c4ccccc34)nn2)c1
Assay by compound | 25 | 26 | 27 | 28 | 29 | 30 | 31 | 32
PrPC TRFRET | 7.7 | 3.7 | -16.7 | -2.4 | -6.7 | -5.2 | -7.3 | 16.0
CCHFV vOTU inh | 2.1 | -4.2 | 6.1 | -15.8 | -4.4 | 5.1 | -0.7 | 0.1

33. Cc1cc2c(nc1C)CCCN2S(=O)(=O)c1cccs1
34. O=C(NCc1ccccc1)C(c1cccc2ccccc12)n1c(=O)c(-c2ccccc2)nc2ccccc21 (configuration not stated)
35. COC(=O)[C@H](C(C)C)N(CCc1cn(Cc2ccccc2)nn1)S(=O)(=O)c1ccc(F)cc1Br
36. CC(C)CNC(=O)OCc1cn(Cc2cccc(Cl)c2)nn1
37. COC(=O)[C@@]12C[C@@H](CC(=O)NCc3cccs3)C(=O)N(Cc3ccco3)C1=CCC(C)(C)C2
38. O=c1ccc(-c2nc3ccccc3n2C(CCc2ccccc2)c2nc3ccccc3[nH]2)c[nH]1 (configuration not stated)
39. N#Cc1ccc(S(=O)(=O)N2CCCc3nc(-c4ccc(F)cc4)ccc32)cc1
40. COC(=O)c1c(-c2ccc(OC)cc2)c2c(c3c4cc(F)ccc4n(S(=O)(=O)c4ccc(C)cc4)c13)C(=O)N(C)C2
Assay by compound | 33 | 34 | 35 | 36 | 37 | 38 | 39 | 40
PrPC TRFRET | 4.8 | -2.2 | -6.1 | 10.9 | 9.8 | 6.5 | -6.8 | -7.8
CCHFV vOTU inh | -13.8 | 1.3 | 7.2 | 5.6 | 21.1 | 1.8 | -8.1 | 9.1

41. CCCCCNC(=O)C(c1cccc2ccccc12)n1c(=O)c(-c2cc3ccccc3[nH]2)nc2ccccc21 (configuration not stated)
42. CC(C)[C@@H](C)/C=C/[C@@H](C)[C@H]1CC[C@@H]2[C@]1(C)CCC1[C@]23C=C[C@]2(C[C@@H](O)CC[C@]12C)N(c1ccc(F)cn1)O3 (some centres not stated)
43. CCc1c(-c2ccccc2Br)ncn1CCc1ccccc1OC
44. CCCCNc1ccc2c(c1)OC[C@@H](C)NS2(=O)=O
45. Cc1noc(C)c1NC(=O)N1C[C@H](O)COC[C@H]2O[C@@H](CC(=O)NCC3CCCCC3)CC[C@@H]21
46. O=C(CCc1ccccc1)N[C@H]1[C@@H](OC(=O)c2cnccn2)CCC[C@]12C(=O)N(Cc1ccccc1)c1ccccc12
47. COc1ccc(N2CCN(CCCNC(=O)CCc3cccc(Cl)c3)CC2)cc1
48. CCOC(=O)[C@]12CCCCC/C=C\1N(CCc1ccc(Cl)cc1)C(=O)[C@H]2CC(=O)N1CCOCC1
Assay by compound | 41 | 42 | 43 | 44 | 45 | 46 | 47 | 48
PrPC TRFRET | 0.4 | 6.9 | 12.3 | -3.5 | -5.2 | -12.6 | 2.0 | 6.3
CCHFV vOTU inh | -9.9 | -7.0 | 8.9 | -4.9 | 3.6 | -3.8 | 4.9 | 3.3

49. Cc1c(NC(=O)C2CCCN(S(=O)(=O)c3c(C(C)C)cc(C(C)C)cc3C(C)C)C2)c(=O)n(-c2ccccc2)n1C (configuration not stated)
50. CCCN1CCCCC(NC(=O)c2ccccc2OC)C1=O (configuration not stated)
51. CCC(=O)Nc1ccc2c(c1)OC[C@@H](C)N(Cc1ccccc1F)C[C@@H](C)[C@@H](OC)CN(C)C2=O
52. CCOC(=O)CNC(=O)N(C)[C@H]1C[C@H]2c3[nH]c4c(-c5ccccc5)cccc4c3CCN2C(=O)[C@H]1[C@H](C)O
53. COC(=O)C1CCN(C(=O)CCn2nnc(-c3cccs3)n2)CC1
54. CC(C)C[C@H](NC(=O)c1ccccc1)C(=O)N1CCC[C@H]1C(=O)NCc1ccccc1
55. C#CCN1C(=O)[C@]2(NCCc3c2[nH]c2ccc(OC)cc32)c2cc(F)ccc21
56. CC(C)NC(=O)NC1CCN(CC(=O)Nc2ccc3c(c2)OCCO3)CC1
Assay by compound | 49 | 50 | 51 | 52 | 53 | 54 | 55 | 56
PrPC TRFRET | 3.8 | -6.6 | -13.4 | -5.7 | -0.4 | -0.1 | 7.5 | -8.5
CCHFV vOTU inh | 16.4 | -8.4 | 4.8 | -77.1 | -0.3 | 0.6 | 10.2 | -6.8

57. CCCCOCCCNC(=O)C[C@H]1C[C@@]2(C(=O)OC)C(=C[C@H](C3CCCC3)O[C@@H]2C)N(Cc2ccco2)C1=O
58. COC(=O)[C@H]1C[C@@]2(N3CCCC3)c3ccccc3N(C(=O)OC(C)(C)C)[C@H]2N1C(=O)OC(C)(C)C
59. COc1ccc(CNS(=O)(=O)/C=C/c2ccc(OC)cc2CNC(=O)OC(C)(C)C)cc1
60. C=CCN=C1NC(CCc2ccccc2)C(C(=O)OC)=C(C)N1C (configuration not stated)
61. Cc1nnc2nc(N)[nH]n2c1=O
62. COC(=O)c1ccc2nc(C3CCCCC3)c(Cc3ccccc3OC)n2c1
63. c1ccc(Cn2ccc3ccc(-c4ccc5ccn(Cc6ccc(-c7ccccc7)cc6)c5c4)cc32)cc1
64. Nc1nc2c(ncn2[C@@H]2O[C@H](C(=O)NCCCc3ccccc3)[C@@H](O)[C@H]2O)c(=O)[nH]1
Assay by compound | 57 | 58 | 59 | 60 | 61 | 62 | 63 | 64
PrPC TRFRET | 1.4 | 3.4 | -1.6 | -5.5 | -7.9 | 4.9 | -4.8 | -7.4
CCHFV vOTU inh | 13.0 | 5.5 | 22.4 | -8.4 | 2.9 | 7.2 | 8.7 | 1.3

# Arranged by length of the SMILES (highest first): part of the list above.
52. CCOC(=O)CNC(=O)N(C)[C@H]1C[C@H]2c3[nH]c4c(-c5ccccc5)cccc4c3CCN2C(=O)[C@H]1[C@H](C)O
57. CCCCOCCCNC(=O)C[C@H]1C[C@@]2(C(=O)OC)C(=C[C@H](C3CCCC3)O[C@@H]2C)N(Cc2ccco2)C1=O
64. Nc1nc2c(ncn2[C@@H]2O[C@H](C(=O)NCCCc3ccccc3)[C@@H](O)[C@H]2O)c(=O)[nH]1
54. CC(C)C[C@H](NC(=O)c1ccccc1)C(=O)N1CCC[C@H]1C(=O)NCc1ccccc1
59. COc1ccc(CNS(=O)(=O)/C=C/c2ccc(OC)cc2CNC(=O)OC(C)(C)C)cc1
55. C#CCN1C(=O)[C@]2(NCCc3c2[nH]c2ccc(OC)cc32)c2cc(F)ccc21
56. CC(C)NC(=O)NC1CCN(CC(=O)Nc2ccc3c(c2)OCCO3)CC1
62. COC(=O)c1ccc2nc(C3CCCCC3)c(Cc3ccccc3OC)n2c1
60. C=CCN=C1NC(CCc2ccccc2)C(C(=O)OC)=C(C)N1C (configuration not stated)
61. Cc1nnc2nc(N)[nH]n2c1=O
Assay by compound | 52 | 57 | 64 | 54 | 59 | 55 | 56 | 62 | 60 | 61
PrPC TRFRET | -5.7 | 1.4 | -7.4 | -0.1 | -1.6 | 7.5 | -8.5 | 4.9 | -5.5 | -7.9
CCHFV vOTU inh | -77.1 | 13.0 | 1.3 | 0.6 | 22.4 | 10.2 | -6.8 | 7.2 | -8.4 | 2.9

# Next results follow:
65. COC(=O)C1=C(C)N(Cc2ccccc2C(F)(F)F)C(=NCc2ccc(C(F)(F)F)cc2)NC1c1ccc(C(F)(F)F)cc1 (configuration not stated)
66. O=C(Nc1ccccc1Oc1ccccc1)NC1CCCCN(Cc2ccc(Cl)cc2)C1=O (configuration not stated)
67. Cc1cc(O)c2c(c1)C(=O)[C@@]13C(=C2O)C(=O)[C@H]2C(O)[C@@H]1[C@H]1C(O)[C@@H]3C(=O)C3=C(O)c4c(O)cc(C)cc4C(=O)[C@@]312 (some centres not stated)
68. COC(=O)C1=C(C)N(C)C(=NCc2ccccc2)NC1CCc1ccccc1 (configuration not stated)
69. COc1ccc2[nH]c3c(c2c1)CCN[C@]31C(=O)N(C)c2ccccc21
70. O=C(C[C@H]1C=C[C@H](NC(=O)c2ccccn2)[C@@H](CO)O1)NCc1cc(F)cc(F)c1
71. COc1ccc(-c2c(Cc3ccccc3)nc(NC(=O)c3ccccc3)n2Cc2ccccc2)cc1
72. C[C@H]1C(=O)[C@]23C[C@H]1CC[C@H]2[C@]1(C)[C@@H](O)CC[C@@](C)(C(=O)O)[C@H]1C[C@@H]3O
Assay by compound | 65 | 66 | 67 | 68 | 69 | 70 | 71 | 72
PrPC TRFRET | -1.1 | -3.6 | 5.5 | -4.9 | -2.7 | -5.0 | 3.4 | -2.9
CCHFV vOTU inh | 20.0 | 0.8 | 13.7 | -1.5 | -4.9 | -9.3 | 6.0 | -0.3

73. Cc1ccc(S(=O)(=O)N[C@H]2CCC[C@@H]2O)cc1
74. Cc1ccc2c(c1)C1CS(=O)(=O)N(CC(C)C)CN1C2 (configuration not stated)
75. S=C(NN=C1CCCCC1=NNC(=S)N1CCOCC1)N1CCOCC1
76. COc1ccc(CN2CN3Cc4ccc(C)cc4C3CS2(=O)=O)cc1 (configuration not stated)
77. COC(=O)[C@]12C[C@H](CC(=O)NCc3cccc4ccccc34)C(=O)N(CCc3ccc(OC)c(OC)c3)C1=C[C@H](C(C)C)O[C@@H]2C1CC1
78. Cc1[nH]c2ccccc2c1CC(=O)Nc1ccc(Nc2cccnc2)c(-c2ccc(Cl)c(Cl)c2)c1
79. S=C(NCC1CCCCC1)OC1CCC12CCC(c1ccccc1)CC2 (configuration not stated)
80. O=[N+]([O-])c1cc2c(ccc3occc32)o1
Assay by compound | 73 | 74 | 75 | 76 | 77 | 78 | 79 | 80
PrPC TRFRET | -3.5 | -1.6 | -8.3 | -1.7 | -4.1 | 1.2 | -9.4 | 0.9
CCHFV vOTU inh | 3.3 | 7.9 | 21.2 | -2.1 | 16.9 | -6.1 | 9.8 | 4.0
